NR5A2 inv ag – NR5A2 inverse agonism in reporter assay | HEK293T StAR-luciferase reporter, LRH-1 transfected, 24 h | inhibition, % at 3.6 µM | hit rate 0.13% among 360,000;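 active means inhibition above the mean inhibition of all tested compounds plus 3 SD, cut at about 73% in these data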;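 further: 0% = DMSO wells and 100% = reporter-only cells lacking LRH-1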
TLR9-MyD88 inh – inhibitors of human TLR9-MyD88 binding; Q9NR96+Q99836; CHO BLA complementation TLR9-MyD88, CCF4 FRET ratio; inhibition, % at 4.98 µM; hit rate 0.21% among 340,000;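 active means inhibition above the mean over all tested compounds plus 3 SD, cut at about 21% in these data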;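 further: 0% = DMSO only wells and 100% = clavulanate BLA inhibitor control wells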
NCOA1 inh – inhibitors of human steroid receptor coactivator 1 (SRC1); hit rate 0.12% among 360,000; HEK293 GAL4-SRC1 luciferase reporter, luminescence; Q15788; inhibition, % at 3.6 µM; AID 588354;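 active means inhibition above the campaign mean plus 3 SD, with each screening campaign given its own cutoff, cut at about 60% in these data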;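 further: 0% = DMSO treated cells and 100% = gossypol at 36 µM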
NCOA3 inh – inhibits human SRC3 coactivator; Q9Y6Q9; HEK293 GAL4-SRC3 luciferase reporter, luminescence; inhibition, % at 3.6 µM; hit rate 0.17% among 360,000;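 active means inhibition above a per-campaign cutoff, the mean of all compounds plus 3 SD, cut at about 60% in these data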;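 further: 0% = DMSO-treated cells and 100% = gossypol-treated cells at 36 µM; higher means less SRC3-driven luciferase light from the GAL4 reporter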
NOD2 RIPK2 PPI – NOD2-RIPK2 protein interaction inhibition | O43353 | CHO BLA complementation NOD2-RIPK2, CCF4 ratio | inhibition, % at 4.98 µM | hit rate 0.38% among 360,000; in the data active means inhibition above about 21%;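 further: 0% = vehicle only and 100% = reference blocker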
Target sequence (O43353 whole entry, looked up): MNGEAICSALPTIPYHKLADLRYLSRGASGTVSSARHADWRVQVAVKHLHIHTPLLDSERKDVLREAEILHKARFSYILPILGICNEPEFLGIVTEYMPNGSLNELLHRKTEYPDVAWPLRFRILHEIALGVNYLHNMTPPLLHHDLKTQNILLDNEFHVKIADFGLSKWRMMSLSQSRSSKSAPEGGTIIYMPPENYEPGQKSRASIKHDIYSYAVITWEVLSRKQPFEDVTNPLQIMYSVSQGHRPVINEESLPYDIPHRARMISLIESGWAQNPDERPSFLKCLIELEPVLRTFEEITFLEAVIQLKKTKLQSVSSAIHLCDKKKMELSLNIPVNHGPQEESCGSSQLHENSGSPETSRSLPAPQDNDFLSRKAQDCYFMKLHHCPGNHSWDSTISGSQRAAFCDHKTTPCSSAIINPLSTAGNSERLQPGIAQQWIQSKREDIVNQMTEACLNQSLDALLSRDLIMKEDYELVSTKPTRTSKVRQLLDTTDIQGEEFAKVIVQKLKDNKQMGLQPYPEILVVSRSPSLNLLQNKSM
TROY NFkB inh – TROY signaling inhibition | AID 1347056 | hit rate 0.98% among 360,000 | inhibition, % at 10 µM | Q293 LMP1-TROYcd NF-kB luciferase reporter, 4 h;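 active means compounds whose plate-normalised and pattern-corrected inhibition of the luciferase reporter signal at the single screening dose is 50% or more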
COUP-TFII inh – blocks human COUP-TFII nuclear receptor. hit rate 0.7% among 370,000. P24468. AID 686940. HEK293T NGFI-A luciferase reporter, luminescence. inhibition, % at 8.6 µM;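 active means inhibition above a per-plate cutoff, mean inhibition of test wells between control levels plus 3 SD, cut at about 38% in these data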;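 further: cells cotransfected with COUP-TFII expression vector driving the NGFI-A reporter; 0% = median of COUP-TF2 test wells and 100% = reporter-only cells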
Target sequence (P24468 whole entry, looked up): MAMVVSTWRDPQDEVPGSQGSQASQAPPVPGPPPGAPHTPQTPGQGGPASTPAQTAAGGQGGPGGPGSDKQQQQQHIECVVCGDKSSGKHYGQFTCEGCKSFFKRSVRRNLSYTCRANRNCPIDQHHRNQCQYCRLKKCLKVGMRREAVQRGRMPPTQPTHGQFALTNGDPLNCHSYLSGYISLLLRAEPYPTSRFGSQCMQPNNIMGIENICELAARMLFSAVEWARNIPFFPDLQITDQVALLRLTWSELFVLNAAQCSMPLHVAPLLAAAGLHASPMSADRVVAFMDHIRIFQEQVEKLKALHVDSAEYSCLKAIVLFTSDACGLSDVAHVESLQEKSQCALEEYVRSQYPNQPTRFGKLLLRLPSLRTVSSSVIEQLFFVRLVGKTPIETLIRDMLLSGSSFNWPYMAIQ
C8 TRAIL sens – caspase-8 TRAIL sensitization; AID 624354; hit rate 1% among 360,000; NB7+C8 cells + TRAIL, ATPlite viability luminescence; inhibition (viability loss, TRAIL sensitization), % at 10 µM;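 active means compounds causing at least 50% loss of cell viability in the single-dose screen, relative to plate controls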
TWEAK Fn14 block – inhibitors of TWEAK-Fn14 interaction signaling; AID 1159606; hit rate 2% among 360,000; inhibition, % at 10 µM; TWEAK-stimulated Fn14 reporter cells, luciferase luminescence, 8 h; in the data active means inhibition above about 50%
SRC2 inh – inhibits human steroid receptor coactivator 2; Q15596; HEK293 GAL4-SRC2 luciferase reporter, luminescence; inhibition, % at 9 µM; hit rate 0.17% among 370,000;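 active means inhibition above the mean inhibition of all tested compounds plus 3 SD, set per campaign, cut at about 52% in these data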;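 further: 0% = DMSO treated cells and 100% = cells given Gossypol at 36 µM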
EBV LMP1 NFkB – reduces LMP1-driven NF-kappaB luciferase signal; inhibition, % at 12.5 µM; hit rate 0.69% among 350,000; LMP1-induced NF-kappaB luciferase reporter cells, luminescence; in the data active means inhibition above about 41%;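 further: 0% = neutral control wells and 100% = reference inhibitor control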
Active calls of the source: *; . = no result given. These rows are one share of the data. The share of hits here may be higher or lower than overall.

The line under a structure holds: NR5A2 inv ag	TLR9-MyD88 inh	NCOA1 inh	NCOA3 inh	NOD2 RIPK2 PPI	TROY NFkB inh	COUP-TFII inh	C8 TRAIL sens	TWEAK Fn14 block	SRC2 inh	EBV LMP1 NFkB
1	CCOc1cc(C=NNC(=O)CCCC(=O)NN=Cc2ccc(O)c(OCC)c2)ccc1O
 : 1	2	-5	-10	0	-17	9	1	1	-4	4
2	O=C(Nc1ccccc1N1CCN(c2ccc(F)cc2)CC1)C12CC3CC(CC(C3)C1)C2
 : 13	4	2	17	-6	16	7	3	-11	-16	2
3	COc1ccccc1Cc1c(-c2ccc(OC)c(OC)c2)nc2ccc(Cl)cn12
 : -22	.	4	2	-3	-12	-9	3	-25	-20	.
4	CN(C(=O)c1sc2nc(N3CCOCC3)c3c(c2c1N)CCCC3)c1ccccc1
 : 20	-1	-4	-7	-4	2	13	-11	-11	1	-6
5	CC(=O)c1cccc(NC(=O)C(NC(C)C)c2ccccc2)c1 (stereo not drawn)
 : 5	-9	-3	4	-2	-33	-5	-5	16	0	2
6	COc1cccc(C(=O)NC2CCNCC2)c1
 : 12	4	6	8	-19	9	12	-2	5	-4	4
7	CCNS(=O)(=O)c1ccc(CCC(=O)Nc2ccc(C(=O)OC)cc2)cc1
 : 4	7	-15	13	6	19	-2	3	25	-2	2
8	CCC(C)N(C(=O)CSc1ncnc2sccc12)C1CCS(=O)(=O)C1 (stereo not drawn)
 : -13	1	-2	15	1	-5	19	0	13	9	-4
9	COC(=O)c1cc2ccsc2n1CC(=O)Nc1cc(Cl)ccc1OC
 : 29	3	-32	30	-4	17	10	-13	0	4	-5
10	COC(=O)c1ccccc1NC(=O)Cn1nc(C(F)(F)F)c2c1CCC2
 : 3	-2	3	6	-2	-27	19	18	-8	5	-6
11	c1ccc2c(c1)ncn2-c1cncnc1
 : -13	.	-10	-13	2	-2	2	17	-22	-10	.
12	CCC(=O)N1CCc2cc(S(=O)(=O)NCCC(=O)N3CCN(c4cccc(OC)c4)CC3)ccc21
 : 13	0	2	2	-20	-16	14	1	0	-2	3
13	CC(=NNC(N)=O)C1=C(O)C(C(C)C)NC1=O (stereo not drawn)
 : -7	-7	-12	-4	-9	-15	11	-4	9	-21	-1
14	CCOCC(=O)Nc1cccc(-c2nc3cccnc3s2)c1C
 : -14	1	10	-2	-6	-6	-7	-13	4	8	1
15	CCCc1cc(C(=O)NCC(C)C)no1
 : -52	0	-52	-43	6	-45	-36	-8	-19	3	-12
16	COCCCNC(CC(=O)Nc1cc(C)cc(C)c1)C(=O)O (stereo not drawn)
 : -8	2	5	8	1	4	6	-3	5	4	-14
17	c1ccc(-c2nc[nH]c2-c2ccccc2)cc1
 : 6	2	4	3	2	1	4	-3	11	23	11
18	COc1ccc(CCNC(=O)Cc2c(Cl)cccc2Cl)cc1
 : 17	2	-3	2	-27	-9	11	-5	0	5	-3
19	CCN(CC(=O)Nc1c(F)cccc1F)C(=O)CSc1nc2ccccc2o1
 : -13	-7	-8	-18	-17	-10	3	-4	3	-12	-2
20	Cc1ccc(C(c2nnnn2Cc2ccccc2)N2CCN(Cc3ccccc3)CC2)cc1 (stereo not drawn)
 : -4	0	-21	-9	1	14	11	-2	24	-7	3
21	CCOc1ccccc1NC(=O)c1ccccc1N(C)S(C)(=O)=O
 : -3	-6	-1	1	-10	-5	-14	11	-3	3	3
22	COc1ccc(C(=O)N/C(=C\c2ccccc2)C(=O)Nc2cccc(C(=O)O)c2)cc1
 : -9	6	-12	5	2	-14	5	5	-3	1	6
23	Cc1cc(NC(=O)c2noc3c2CCc2ccccc2-3)no1
 : -11	11	-8	-19	-4	-19	7	14	-12	-6	1
24	Cc1ccc(S(=O)(=O)NN=Cc2ccccc2Cl)cc1
 : -11	-5	4	3	-11	-4	-2	-1	-6	-34	-14
25	COC(=O)c1ccsc1NC(=O)c1ccc2c(c1)OCCO2
 : 13	-5	2	-38	-2	-45	-17	9	-13	-34	-12
26	Cc1ccccc1C(=O)NNC(=O)c1ccc(Br)cc1
 : -74	9	-30	-62	-16	-48	-11	16	11	-65	-16
27	Cn1c(=O)c2c(nc(Sc3ncccn3)n2Cc2ccc(Cl)cc2)n(C)c1=O
 : 2	1	-47	4	-6	-7	-7	12	-30	3	-4
28	COc1ccccc1C(=O)NC(=O)COc1ccc(Cl)cc1Cl
 : -1	3	-5	16	-2	-19	-1	8	-20	-17	3
29	COc1ccc(NC(=O)c2cc(-c3cc(F)ccc3OC)n[nH]2)cn1
 : -29	.	8	2	-3	-38	-17	-8	-9	-62	.
30	OC[C@@H]1CN(Cc2ccncc2)C[C@H](n2cnc3c(NCc4ccncc4)ncnc32)O1
 : -5	.	-11	14	-10	-8	-16	-7	27	8	.

Other results:
The line under a structure holds: NR5A2 inv ag	TLR9-MyD88 inh	NCOA1 inh	NCOA3 inh	NOD2 RIPK2 PPI	TROY NFkB inh	COUP-TFII inh	C8 TRAIL sens	TWEAK Fn14 block	SRC2 inh	EBV LMP1 NFkB
31	CCS(=O)(=O)N1CCC(C(=O)NCc2ccc3c(c2)OCO3)CC1
 : 1	2	-13	0	5	16	-10	1	-1	-26	-4
32	CC1C2CC(C(S(=O)(=O)N3CCOCC3)C2=O)C1(C)C (stereo not drawn)
 : -6	-8	-7	-4	3	-4	3	27	-4	-34	-7
33	OC1=C(O)c2nc3cc(C(F)(F)F)ccc3nc21
 : 15	6	2	2	5	-16	-8	4	4	7	1
34	CCOC(=O)C1=C(C)Nc2ccccc2N=C1NC(=O)c1oc2ccccc2c1COC
 : 40	6	7	7	1	9	28	29	15	22	8
35	Cc1ccc(Cn2nnc3c(=O)[nH]c(C4CCN(S(=O)(=O)c5ccc(C)cc5)CC4)nc32)cc1
 : 5	2	-20	11	-2	8	13	10	-8	-8	-11
36	CCOc1ccc(N=Cc2ccc3ccccc3c2)cc1
 : 0	4	2	-16	-11	17	0	-4	15	-3	3
37	CCc1nnc(NC(=O)c2ccc(Br)c(S(=O)(=O)N3CCOCC3)c2)s1
 : -7	-5	3	-5	-12	10	3	9	1	-5	2
38	COc1ccc(/C=C2/C(=O)C(C)(C(C)C)CCC2C)cc1 (stereo not drawn)
 : -7	1	-9	-11	3	-28	18	14	5	-5	0
39	Cc1[nH]n(C(N)=S)c(=O)c1N=Nc1ccc(Br)cc1
 : -61	2	-52	-78	-1	12	-18	10	17	-32	-16
40	COc1ccc(S(=O)(=O)N2CCC(C(=O)Oc3c(OC)cccc3OC)CC2)cc1OC
 : 6	-3	-8	8	-3	8	-7	-9	-18	-32	1
41	CCOc1ccc(Nc2nc(Cc3nnc(SCC(=O)c4ccc(C)cc4)o3)cs2)cc1
 : 4	7	-29	-16	7	-8	5	4	29	-4	5
42	Cc1nc2sc(C(c3ccc(Cl)cc3)N3CCOCC3)c(O)n2n1 (stereo not drawn)
 : -10	4	0	7	-8	-7	1	2	0	5	-4
43	O=S(=O)(NC(=NCc1ccccc1)c1ccc(F)cc1)c1ccc(Cl)cc1
 : 3	2	0	7	8	4	-7	9	13	11	3
44	CCOC(=O)Cn1c(=O)c2c(nc3n2CCS3)n(C)c1=O
 : 0	13	-8	-1	-11	9	-1	-13	6	-21	-1
45	CCOC(=O)N1CCN(CCC(=O)Nc2ccc(OC(F)(F)F)cc2)CC1
 : 8	11	6	28	3	3	4	-4	-2	4	7
46	O=C(Nc1cccc(-c2nc3cccnc3s2)c1)C1c2ccccc2Oc2ccccc21
 : 9	-9	-13	10	-2	6	22	42	-53	-25	10
47	C[C@H]1CN([C@@H](C)CO)C(=O)CCCn2nncc2CO[C@H]1CN(C)C(=O)Nc1ccc2c(c1)OCO2
 : 1	9	-18	-14	-1	-8	-9	1	0	-24	-11
48	CN(C)C=NC(=O)c1cc(C(=O)c2ccc(Cl)cc2Cl)c[nH]1
 : 3	.	7	26	5	-1	24	-2	15	14	0
49	Cc1ccc(C(=O)N2CCN(C(=O)CN3CCOCC3)C2)cc1
 : 14	4	-15	13	5	-18	-14	-28	-2	1	-8
50	COc1cc(-c2cnc3c(NC=O)cc(-c4ccc(C)cc4)cn23)cc(OC)c1OC
 : 17	.	-16	1	-3	-7	-86	-12	1	18	.
51	CCN(CC(=O)Nc1ccc(S(=O)(=O)N2CCOCC2)cc1)Cc1ccccc1
 : 6	6	0	-15	-4	-2	17	-4	-8	4	5
52	O=C(O)Cc1ccc(C(=O)c2ccccc2F)s1
 : 0	1	-10	-25	0	-8	6	-1	-3	9	7
53	CCOc1ccc(CNC(=S)N/N=C/c2ccc(OC)c(OC)c2)cc1
 : -9	-3	-16	19	3	-21	-8	1	5	1	3
54	COc1cc(C(=O)OCC(=O)N2CCCC2=O)cc(OC)c1C
 : -12	-2	2	10	7	-21	-13	11	11	-21	-1
55	COc1ccccc1C(=O)Nc1ccc(OCC(=O)N2CC(C)CC(C)C2)cc1 (stereo not drawn)
 : -19	0	-13	2	9	-9	0	16	-34	-25	3
56	O=S(=O)(Cc1ccc(Cl)cc1)Oc1ccc(Cl)cc1
 : -17	4	7	-15	0	-26	6	1	0	22	3
57	COCCn1c(=NC(=O)c2ccc(S(=O)(=O)N3CCCc4ccccc43)cc2)sc2cc(S(C)(=O)=O)ccc21
 : 16	-3	-3	16	-5	6	-23	4	-27	-5	-10
58	c1cncc(CSc2ccc(-c3cccs3)nn2)c1
 : -47	-2	-31	-18	12	-59	-22	20	-27	-37	-24
59	CC(SC(=S)N(C)Cc1cccs1)C(=O)O (stereo not drawn)
 : 6	-1	-2	-9	4	7	10	-11	15	-12	0
60	Cc1ccc(-n2c(C)nn(CCOc3ccccc3)c2=O)cc1
 : -90	13	-66	-56	3	-36	-21	3	-3	-28	-14

(next part)
The line under a structure holds: NR5A2 inv ag	TLR9-MyD88 inh	NCOA1 inh	NCOA3 inh	NOD2 RIPK2 PPI	TROY NFkB inh	COUP-TFII inh	C8 TRAIL sens	TWEAK Fn14 block	SRC2 inh	EBV LMP1 NFkB
61	O=C(Nc1cccnc1Cl)c1cc(-c2cccc(Cl)c2)on1
 : 8	-22	-14	-8	3	11	4	-9	-8	10	-5
62	COc1ccc(NC(=O)C2CC(=O)N(c3ccccc3F)C2)cc1S(=O)(=O)N1CCCCC1 (stereo not drawn)
 : 0	-1	8	3	-6	-3	-13	-14	3	19	-2
63	Cc1[nH]c2ccccc2c1C(C[N+](=O)[O-])c1ccco1 (stereo not drawn)
 : 12	6	-3	12	3	-3	-7	3	39	12	0
64	CCOC(=O)c1c(NC(=S)NC)sc2c1CCCC2
 : -69	0	1	-33	-4	-7	-12	1	-1	-37	-2
65	O=c1[nH]c2ccccc2nc1C(F)(F)F
 : 2	-9	-25	3	-2	-1	18	7	-7	8	-3
66	CCCN1C2CCCC1CC(NC(=O)c1ccccc1OCC)C2 (stereo not drawn)
 : -14	-7	-9	6	-10	15	-1	-10	-11	-34	-18
67	CC1(C)OC(=O)C(=CNC(CCC(N)=O)C(=O)O)C(=O)O1 (stereo not drawn)
 : -5	-5	-2	-17	-4	20	-4	-5	-6	-19	12
68	CC(C)=CCCC1=CCC(/C(C)=N/NC(N)=O)CC1 (stereo not drawn)
 : -15	13	-2	6	-9	-1	.	-11	-27	.	11
69	CCOc1cc(C)c(Cl)cc1S(=O)(=O)N(C)C
 : -2	1	-8	7	-13	4	-7	-6	-3	11	-7
70	CC1CC(C)CN(C(=O)CNC(=O)c2sc3ccccc3c2Cl)C1 (stereo not drawn)
 : -7	0	-7	-6	3	-43	4	7	-29	-9	-2

From PubChem BioAssay
